Screening data (PubChem)
ABHD5-PLIN5 inh – blocks binding of human ABHD5 to perilipin-5. Split G. princeps luciferase complementation, luminescence, 4 h. inhibition, % at 4 µM. Q00G26+Q8WTS1. 0.78% of 360,000 active;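 active = inhibition above the mean inhibition across every tested compound plus 3 SD, cut at about 22% in these data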;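 note: 0% = DMSO only wells and the 100% control is not disclosed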
Target sequence (Q00G26 whole entry, looked up): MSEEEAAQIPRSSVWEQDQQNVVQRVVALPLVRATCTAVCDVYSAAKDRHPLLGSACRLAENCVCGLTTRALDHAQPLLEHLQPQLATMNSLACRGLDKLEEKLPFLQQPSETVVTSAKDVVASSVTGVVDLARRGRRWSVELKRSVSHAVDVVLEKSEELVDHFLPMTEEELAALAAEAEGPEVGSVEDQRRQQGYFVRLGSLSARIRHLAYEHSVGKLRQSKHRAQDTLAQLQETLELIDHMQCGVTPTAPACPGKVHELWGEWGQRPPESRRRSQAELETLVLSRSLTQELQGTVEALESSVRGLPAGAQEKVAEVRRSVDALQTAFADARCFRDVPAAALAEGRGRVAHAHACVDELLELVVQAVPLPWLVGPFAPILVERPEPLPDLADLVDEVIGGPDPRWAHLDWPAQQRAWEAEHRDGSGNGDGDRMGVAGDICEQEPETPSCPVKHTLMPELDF
Target sequence (Q8WTS1 whole entry, looked up): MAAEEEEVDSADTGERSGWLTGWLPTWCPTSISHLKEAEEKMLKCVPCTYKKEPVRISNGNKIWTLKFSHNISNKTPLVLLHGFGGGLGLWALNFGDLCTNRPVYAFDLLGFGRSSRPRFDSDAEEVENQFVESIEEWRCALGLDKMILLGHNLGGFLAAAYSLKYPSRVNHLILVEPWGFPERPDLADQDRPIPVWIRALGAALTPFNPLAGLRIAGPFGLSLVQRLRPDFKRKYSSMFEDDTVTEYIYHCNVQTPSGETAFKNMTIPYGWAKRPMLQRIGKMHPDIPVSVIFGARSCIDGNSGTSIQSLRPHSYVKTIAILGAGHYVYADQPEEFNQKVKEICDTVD
SRC3 inh – human NCOA3 inhibition; inhibition, % at 3.6 µM; HEK293 GAL4-SRC3 luciferase reporter, luminescence; 0.17% of 360,000 active;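 active = inhibition above a per-campaign cutoff, the mean of all compounds plus 3 SD, cut at about 60% in these data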;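 note: 0% = DMSO-treated cells and 100% = gossypol-treated cells at 36 µM; higher means less SRC3-driven luciferase light from the GAL4 reporter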
NOD2 RIPK2 PPI – NOD2-RIPK2 protein interaction inhibition; O43353; CHO BLA complementation NOD2-RIPK2, CCF4 ratio; inhibition, % at 4.98 µM; 0.38% of 360,000 active; AID 624267; in the data active = inhibition above about 21%;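 note: 0% = vehicle only and 100% = reference blocker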
MC4R antagonist – human MC4R antagonism in cAMP assay; inhibition, % at 6.5 µM; MC4R-expressing cells, MTII-stimulated cAMP, LANCE TR-FRET; 0.48% of 360,000 active; P32245; AID 540295;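 active = inhibition above its plate's cutoff, the mean of tested wells on that plate plus 3 SD, cut at about 29% in these data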;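 note: 0% = Melanotan II alone and 100% = Melanotan II plus saturating MCL0020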
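Assay system: U2OS-MC4R stable cell line; Also added: Melanotan II; Technique: Eu-cAMP/anti-cAMP TR-FRET, emission 671 nm; Times: 30-min compound, 1-h challenge, 1-h detection, room temperature.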
LMP1 NFkB inh – reduces LMP1-driven NF-kappaB luciferase signal; LMP1-induced NF-kappaB luciferase reporter cells, luminescence; inhibition, % at 12.5 µM; 0.69% of 350,000 active; in the data active = inhibition above about 41%;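 note: 0% = neutral control wells and 100% = reference inhibitor control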
LRH-1 inv ag – suppresses constitutive activity of human LRH-1 | AID 602396 | 0.13% of 360,000 active | HEK293T StAR-luciferase reporter, LRH-1 transfected, 24 h | inhibition, % at 3.6 µM | O00482;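 active = inhibition above the mean inhibition of all tested compounds plus 3 SD, cut at about 73% in these data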;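 note: 0% = DMSO wells and 100% = reporter-only cells lacking LRH-1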
TLR9-MyD88 inh – blocks human TLR9 binding to MyD88 | CHO BLA complementation TLR9-MyD88, CCF4 FRET ratio | 0.21% of 340,000 active | inhibition, % at 4.98 µM | Q9NR96+Q99836 | AID 504734;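 active = inhibition above the mean over all tested compounds plus 3 SD, cut at about 21% in these data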;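 note: 0% = DMSO only wells and 100% = clavulanate BLA inhibitor control wells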
NR2F2 inh – blocks human COUP-TFII nuclear receptor; 0.7% of 370,000 active; HEK293T NGFI-A luciferase reporter, luminescence; inhibition, % at 8.6 µM; P24468;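 active = inhibition above a per-plate cutoff, mean inhibition of test wells between control levels plus 3 SD, cut at about 38% in these data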;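 note: cells cotransfected with COUP-TFII expression vector driving the NGFI-A reporter; 0% = median of COUP-TF2 test wells and 100% = reporter-only cells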
NCOA2 inhibitor – inhibits human steroid receptor coactivator 2; inhibition, % at 9 µM; Q15596; 0.17% of 370,000 active; HEK293 GAL4-SRC2 luciferase reporter, luminescence;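 active = inhibition above the mean inhibition of all tested compounds plus 3 SD, set per campaign, cut at about 52% in these data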;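 note: 0% = DMSO treated cells and 100% = cells given Gossypol at 36 µM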
MC4R ag barr – human MC4R agonism via beta-arrestin; P32245; U2OS MC4R beta-arrestin complementation, luminescence; percent of melanotan II response, DMSO zero; activation, % at 8.9 µM; 0.98% of 360,000 active;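 active = activation above a per-plate cutoff, the mean activation of sample wells on that plate plus 3 SD, cut at about 8% in these data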
SRC1 inh – inhibitors of human steroid receptor coactivator 1 (SRC1). HEK293 GAL4-SRC1 luciferase reporter, luminescence. inhibition, % at 3.6 µM. 0.12% of 360,000 active. AID 588354;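 active = inhibition above the campaign mean plus 3 SD, with each screening campaign given its own cutoff, cut at about 60% in these data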;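 note: 0% = DMSO treated cells and 100% = gossypol at 36 µM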
* marks the source's active call; other numbers are inactive results; . = not tested or not shown.

SMILES	ABHD5-PLIN5 inh	SRC3 inh	NOD2 RIPK2 PPI	MC4R antagonist	LMP1 NFkB inh	LRH-1 inv ag	TLR9-MyD88 inh	NR2F2 inh	NCOA2 inhibitor	MC4R ag barr	SRC1 inh
Cc1cccc(N(C)c2ccc3cc(S(=O)(=O)N4CCCC4)ccc3n2)c1	2	1	-11	-3	6	-7	-1	-8	4	-2.7	4
COc1ccc(CNC(=O)[C@@H]2CC=C[C@@H]3CCN(Cc4ccc(Cl)c(Cl)c4)C(=O)[C@@H]32)cc1	3	6	6	1	0	-5	-2	-2	0	18*	7
COc1ccc2c(c1)OC[C@H]1[C@H]2N2C(=O)c3cc(Br)ccc3NC(=O)[C@@]2(C)[C@H]1c1ccccc1	11	0	-1	5	-5	25	1	.	.	0.9	15
CCCCN(CCCC)CCNC(=O)c1cn(C)c2ccc(S(=O)(=O)N3CCCC3)cc2c1=O	5	11	1	8	3	1	17	-12	-16	-0.3	-31
Fc1ccc(-n2cc(-c3ccccc3)c3c(NN4CCOCC4)ncnc32)cc1	5	18	6	6	9	-10	4	-11	2	-6.4	12
COC(=O)c1ccc(C(=O)N(CCN(C)C)c2nc3c(Cl)cccc3s2)cc1	5	20	-6	2	-11	10	2	1	18	-2.2	-2
COc1ccc(CCN(C(=O)C(F)(F)F)C(C(=O)NC2CCCC2)c2cccs2)cc1 (configuration not stated)	-1	12	-10	10	-12	-6	2	12	11	0.3	6
CN1C(=O)/C(=C/c2coc3ccc(O)cc3c2=O)SC1=S	-1	-18	-2	3	-7	21	-1	-11	-1	1.7	1
CCn1nc(C(=O)N2CCN(Cc3ccc4c(c3)OCO4)CC2)c2ccccc2c1=O	3	8	-5	-1	4	17	-15	4	-2	-0.8	-3
CN1CCN(C(=O)C23CC4CC(C2)CC(c2ccccc2)(C4)C3)CC1	1	12	-2	-5	0	3	1	0	-3	-2.1	-14
CCC(=O)n1nc(-c2ccc(Cl)cc2)nc1N	-10	-7	-14	9	-2	-34	-1	-23	-2	-0.6	-11
Cc1cccc(C(=O)NC2CCN(C(=O)NCc3ccccc3)CC2)c1	0	-10	-8	2	4	-17	-9	-3	-3	0.4	-16
CCOCCCn1c(SCC(=O)NCc2ccc3c(c2)OCO3)nc2ccccc2c1=O	-2	5	-3	4	-4	5	9	0	-1	-1.1	0
CS(=O)(=O)N1CCN(c2ccccc2NC(=O)c2ccc(-c3ccc(Cl)cc3Cl)o2)CC1	1	6	5	9	-2	4	-11	9	0	0.3	-2
CCN1CC(CN(C)Cc2nc(COc3ccccc3)no2)CC1=O (configuration not stated)	3	8	-7	11	3	12	1	6	2	-1.7	0
O=C(N/C(=C/c1ccc(Cl)cc1)C(=O)N1CCCC1)c1ccccc1	-7	19	2	5	0	3	-6	-8	-20	-1.2	8
CCCSc1ccc([C@@H]2[C@@H]3C(=O)N(CC)C(=O)[C@@H]3[C@]3(C(=O)OC)CCCCN23)cc1OC	-5	1	5	9	2	-1	5	-9	-31	3.6	3
CC(=O)c1sc(NC(=O)c2cc(S(=O)(=O)N3CCOCC3)ccc2F)nc1C	-1	15	-2	19	7	-14	-13	-25	-22	-1.9	12
CC12CCC(=O)C=C1CCC1C2C(O)CC2(C)C1CCC2(O)C(=O)COC(=O)COCC(=O)O (configuration not stated)	3	-50	-18	-1	2	-4	3	-18	-34	-0.9	-140
Cc1ccc(S(=O)(=O)c2c[nH]c3ccc(C)cc3c2=O)cc1	0	5	-1	1	-2	1	-5	-10	-4	-1.6	11
CCOC(=O)c1c(CN2CCN(CCO)CC2)n(-c2ccccc2)c2cc(Br)c(O)cc12	11	-3	17	14	-7	2	-2	43*	16	-0.5	-25
CCOC(=O)[C@@H]1[C@H]2COc3ccccc3[C@@H]2N2C(=O)N(c3ccc(C)cc3)C(=O)[C@@]12C	0	5	-2	6	2	13	1	1	-35	0.5	-9
Cc1[nH]c2ccccc2c1/C=N/NC(=S)NC(C)C	5	-6	-13	-16	4	-41	-5	-29	4	-3.6	11
CCCCn1c(=S)[nH]c2ncccc2c1=O	0	-22	2	-4	-3	1	-3	14	-6	1.3	-20
O=C(N/N=C/c1ccc([N+](=O)[O-])o1)c1cc(-c2cccc(Br)c2)nc2ccccc12	3	-14	13	13	-17	-15	-6	10	-66	-1.5	-17
CCNS(=O)(=O)c1ccc(Br)c(C(=O)OC(C)C(=O)NCC2CCCCC2)c1 (configuration not stated)	-6	-22	-8	-3	-7	10	9	19	-24	-2.2	-14
C=CCn1c(SCC(=O)N2CCOCC2)nc2sc3c(c2c1=O)CCCC3	9	10	-7	0	-5	19	-3	-7	3	-1.2	7
CC1CN(c2ncnc3c2cnn3-c2ccc(Cl)cc2)CC(C)O1 (configuration not stated)	0	-37	-15	16	-46	-36	1	-13	-21	-1.4	-32
CN(CCOc1ccccc1)C(=O)C1CCN(C(=O)c2ccc(F)cc2)CC1	-7	-1	0	14	3	-23	-5	-3	5	-0.1	-2
FC(F)(F)c1ccc(-c2cccc3c2C2CC3CCN2C(=S)NCCc2ccccc2)cc1 (configuration not stated)	-2	11	-1	.	.	14	.	-3	12	.	17
CCCCn1c(=NC(=O)c2ccco2)c(C(=O)OCC)cc2c(=O)n3ccccc3nc21	28*	-18	-11	14	-3	-17	-10	-13	-31	-2.1	-25
O=C(Nc1ccc(Cl)cc1)ON=C1CCCC1	0	-24	-8	14	-19	-12	-5	-12	-28	-2.8	-67
CC1CCCN(C(=O)CCS(=O)(=O)c2ccc3c(c2)NC(=O)C(C)S3)C1 (configuration not stated)	-4	0	0	6	-15	-19	-9	.	.	-2.6	0
Cc1nn(Cc2ccc(C(=O)NN)cc2)c(C)c1Cl	-5	4	-1	-2	-4	1	-12	5	2	-1.1	7
CN1/C(=C\C=C2/SC(=S)N(CC(=O)O)C2=O)C(C)(C)c2ccccc21	13	14	1	-4	6	36	-1	3	21	-8.6	8
Cc1ccc(-c2cccc(-c3cc(=O)oc4ccc(C(C)(C)C)cc34)c2)cc1	-7	-1	-7	3	7	8	-10	12	-4	0.0	0
Cc1cc(C)nc(NC2=NCC(=O)N2c2ccccc2)n1	0	-10	2	-3	-2	11	2	2	-9	-0.9	-22
COc1ccc(CC2C(=O)OC(C)(C)OC2=O)c(Cl)c1OC	0	9	-3	13	-4	5	-9	-6	-4	-1.6	8
COc1cc(/C=C/C(=O)Nc2nnc(C(C)(C)C)s2)cc(OC)c1OC	4	12	-6	-5	9	-18	0	-9	5	-0.3	-10
O=C(N/N=C/c1ccc([N+](=O)[O-])cc1)c1cc(C2CC2)nc2ccccc12	-2	2	4	2	10	14	-1	-8	7	-0.7	-31
CN1C(=O)[C@H]2[C@@H](C3CC3)N3C(=O)CN(Cc4ccccn4)C(=O)[C@@]3(Cc3ccccc3)[C@H]2C1=O	1	-23	-4	2	-8	7	1	12	-13	-1.5	-9
COc1ccc(-n2c(COc3ccc(C)cc3)nnc2SCc2ccc(C#N)cc2)cc1	-1	25	1	19	5	-18	-6	7	-13	-0.1	-23
COc1ccc(C(=O)OCCc2sc[n+](CC(=O)c3ccccc3)c2C)cc1	7	10	2	1	-5	-16	3	8	-20	-1.2	-4
Cc1cc(C(F)F)n2nc(C(=O)Nc3cccc(S(=O)(=O)N4CCOCC4)c3)nc2n1	3	-22	-1	5	1	8	-1	6	3	-1.8	-2
N#CC1C(C#N)N2CCCN2C1c1ccc(Cl)cc1 (configuration not stated)	6	13	3	15	-4	9	-2	12	-21	-0.1	1
O=C(c1ccccc1)N1CCN(C(=O)C2CC2)CC1	2	9	0	6	3	9	0	-2	-29	-1.0	-15
O=C(COC(=O)COc1ccccc1[N+](=O)[O-])Nc1ccc2c(c1)OCO2	-8	2	0	22	2	-14	0	0	-20	1.2	-11
CCN(CC)S(=O)(=O)c1cccc(-c2nnc(SCC(=O)c3cc(C)n(C4CC4)c3C)o2)c1	-2	-8	4	-6	-9	9	-9	-3	-14	0.4	-5
COc1cc(-c2cc(=O)c3c(O)c(OC)c(OC)c(O)c3o2)ccc1O	-3	-29	-2	4	-11	32	-3	-68	-89	0.6	-20
O=C(Cn1nnc(-c2ccccc2NC(=O)c2ccccc2F)n1)NCc1ccco1	4	-7	2	23	3	3	0	-3	19	-0.1	15
COC(=O)Nc1ccc(=O)n(Cc2c(Cl)cccc2Cl)c1	-3	7	2	2	7	-7	-2	18	3	-1.0	-4
CC(=O)C1C(=O)CC(C)(O)C(C(C)=O)C1c1ccccc1 (configuration not stated)	3	1	-1	5	1	4	5	-11	-31	0.5	-25
COc1ccc(CNC(=O)CSc2nc3cccnc3s2)cc1	-5	-7	-1	-2	-14	-13	-9	-6	-50	-2.0	-27
COc1cc(C2c3[nH]c4ccccc4c3CCN2Cc2cn(C)nc2C)ccc1F (configuration not stated)	-3	-4	-10	27	-2	-8	-2	-4	-12	-2.6	3
Cc1cc(C(=O)Nc2ccc3ccccc3c2)oc1C	-2	-106	0	2	-37	-155	-8	-45	-27	1.7	-100
COc1ccc(/C=N/NC(=O)c2ccn[nH]2)cc1COc1ccc(Cl)cc1Cl	9	-15	-4	-11	11	-92	-3	-7	-29	5.6	-23
O=C(NCC(=O)N1CCN(c2ccccc2O)CC1)c1ccco1	17	10	4	-7	3	11	-6	-2	-6	0.3	-11
Cc1ccc(C)c(N(CC(=O)NC2CCCC2)C(=O)c2csnn2)c1	-2	3	2	12	0	-7	2	10	-5	-1.6	-8
Cc1ccc(C2=NN=C(NC(=O)C(F)(F)F)SC2)cc1	-21	-62	-10	15	-24	-57	8	-14	-50	-2.4	-50
COc1cc(OC)c(C(=O)OCC(=O)NCC2CCCCC2)cc1OC	1	8	0	0	14	-6	10	12	-5	-2.5	-9
Next part.
SMILES	ABHD5-PLIN5 inh	SRC3 inh	NOD2 RIPK2 PPI	MC4R antagonist	LMP1 NFkB inh	LRH-1 inv ag	TLR9-MyD88 inh	NR2F2 inh	NCOA2 inhibitor	MC4R ag barr	SRC1 inh
CC(O)Cn1c(=O)c2c(nc(Br)n2Cc2ccccc2)n(C)c1=O (configuration not stated)	3	5	0	0	-2	16	16	9	2	-0.9	-7
COc1ccc(NC(=O)/C=C/c2c(Cl)nc3ccccn23)cc1	-9	-14	-10	-8	8	-12	4	5	-6	-1.4	-42
CCC(=O)NC(c1ccco1)c1cc(Cl)c2ccccc2c1O (configuration not stated)	-2	-12	1	18	-7	10	2	11	-16	0.0	-37
CCOC(=O)C1(Cc2ccc(Cl)cc2)CCN(C(=O)C2=NNC(=O)CC2)CC1	5	3	-3	0	0	-2	6	4	-30	-1.5	12
COc1ccc(N=C2SC(C(=O)O)CC(=O)N2Cc2ccc(OC)c(OC)c2)cc1 (configuration not stated)	-3	-17	-4	2	6	-1	0	-3	-12	0.6	-14

Not all compounds are listed. The share of hits here may be higher or lower than overall.
